Screening data as filed in PubChem.
TLR4-MyD88 BLA: TLR4-MyD88 interaction inhibition in cells; HeLa CL3-4 TLR4/MyD88 BLA complementation, FRET ratio; inhibition, % at 8.4 µM; 0.18% of 200,000 active; in the data active = inhibition above about 25%;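 also: 0% = vehicle and 100% = reference inhibitor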
Target sequence (O00206 whole entry, looked up): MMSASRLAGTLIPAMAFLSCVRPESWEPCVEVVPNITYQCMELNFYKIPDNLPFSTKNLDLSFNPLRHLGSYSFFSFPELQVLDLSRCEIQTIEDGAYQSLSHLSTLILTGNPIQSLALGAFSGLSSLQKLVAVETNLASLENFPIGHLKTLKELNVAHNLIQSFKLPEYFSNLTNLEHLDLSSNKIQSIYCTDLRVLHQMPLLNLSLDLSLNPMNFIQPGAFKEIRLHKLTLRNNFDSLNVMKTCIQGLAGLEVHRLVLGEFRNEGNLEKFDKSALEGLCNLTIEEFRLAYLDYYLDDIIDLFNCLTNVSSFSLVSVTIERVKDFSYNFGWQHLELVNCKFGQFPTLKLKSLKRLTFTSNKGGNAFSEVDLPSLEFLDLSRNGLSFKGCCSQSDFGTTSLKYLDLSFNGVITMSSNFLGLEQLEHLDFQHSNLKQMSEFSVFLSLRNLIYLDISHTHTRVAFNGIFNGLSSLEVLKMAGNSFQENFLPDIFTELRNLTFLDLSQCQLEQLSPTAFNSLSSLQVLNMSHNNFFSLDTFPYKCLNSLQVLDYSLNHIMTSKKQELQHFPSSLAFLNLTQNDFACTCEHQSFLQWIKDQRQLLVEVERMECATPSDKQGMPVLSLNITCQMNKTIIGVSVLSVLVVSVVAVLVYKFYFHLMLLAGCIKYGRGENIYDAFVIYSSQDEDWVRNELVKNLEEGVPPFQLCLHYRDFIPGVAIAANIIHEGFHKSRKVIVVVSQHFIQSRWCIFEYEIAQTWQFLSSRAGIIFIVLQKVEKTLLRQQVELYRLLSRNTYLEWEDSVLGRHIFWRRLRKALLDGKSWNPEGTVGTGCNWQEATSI
Target sequence (Q99836 whole entry, looked up): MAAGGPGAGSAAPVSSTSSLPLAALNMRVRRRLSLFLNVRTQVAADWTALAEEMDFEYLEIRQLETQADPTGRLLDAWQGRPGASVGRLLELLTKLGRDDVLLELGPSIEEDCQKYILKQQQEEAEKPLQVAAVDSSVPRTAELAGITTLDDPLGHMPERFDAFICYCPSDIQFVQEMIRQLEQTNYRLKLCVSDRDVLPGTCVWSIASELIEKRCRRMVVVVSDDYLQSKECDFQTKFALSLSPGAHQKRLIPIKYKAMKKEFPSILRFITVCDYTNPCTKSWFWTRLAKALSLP
Diaph act CS: diaphorase activation or chemical reduction counter-screen; Diaphorase/resazurin coupled assay, resorufin fluorescence, 16 min; stronger effect = higher value; 1 = vehicle wells, 0 = NADH-free wells; 0.005% of 190,000 active; activation factor at 20 µM; AID 1229;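 active = diaphorase activity raised at least twofold by the compound at 20 µM; inactive = activation factor below 2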
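Measured by – red resorufin fluorescence at 544/590 nm excitation/emission · Test system – Clostridium kluyveri diaphorase, purified enzyme · Incubation – reaction time 16 min, room temperature · Buffer or medium – 50 mM HEPES pH 7.4 with 4.542 mM MgCl2, 0.005% Tween 20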
Lmaj promast: inhibitors of Leishmania major promastigote growth; AID 1063; inhibition, % at 10 µM; Leishmania major promastigotes, resazurin fluorescence viability; 9% of 200,000 active;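 also: promastigotes grown with compound for 44 hours at 28 °C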
S1P3 antagonist: blocks the human S1P3 receptor | CHO S1P3 NFAT-BLA reporter, FRET fluorescence, antagonist mode | Q99500 | inhibition, % at 4.98 µM | 0.27% of 170,000 active | AID 485;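 active = inhibition above the plate cutoff, the mean inhibition of test wells on that plate plus 3 SD, cut at about 28% in these data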;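 also: cells challenged with S1P at its EC80 of 0.8 µM; blue over green emission ratio from cleaved BLA substrate after 4 h stimulation; 0% = S1P-stimulated wells and 100% = unstimulated DMSO-only wells; some compounds past the cut are filed as inactive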
PMI activator: activators of human phosphomannose isomerase | P34949 | purified human PMI, coupled resazurin fluorescence, 20 min; stronger effect = higher value; 1 = vehicle control, 0 substrate-free wells | activation factor at 20 µM | 0.005% of 190,000 active;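 active = activation factor of 2 or more at 20 µM, relative to plate controls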
Hsp70 activator: transcriptional activators of Hsp70 | HeLa Hsp70 promoter luciferase reporter, luminescence; scaled: vehicle 0, proteasome-inhibitor control 100% | activation, % at 10 µM | 0.04% of 200,000 active | AID 1203;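 active = activation above the mean across all tested compounds plus 3 SD, cutoff set per campaign, cut at about 5.5% in these data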;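 also: 100% = MG132 at 30 µM as the positive control and 0% = DMSO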
Redox H2O2 prof: compounds producing H2O2 with reducing agent – biochemical, NIH compound library profiling, artefact control for MLSCN library redox annotation, primary screen | DTT-dependent redox cycling H2O2, phenol red/HRP absorbance; 100% = 100 µM peroxide control, 0% = buffer | activation, % at 10 µM | 0.03% of 200,000 active;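 active = activation of at least 50% relative to the plate's high and low controls in the primary single-dose screen; inactive = activation below 50%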;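 also: compound incubated with DTT at 0.8 mM final as the reducing agent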
RAM network inh: yeast RAM network inhibition | inhibition, % at 50 µM | S. cerevisiae dse1pr::URA3 reporter, 5-FOA growth OD615, 2 d; analog-sensitive cbk1-as2 kinase mutant strain | AID 868 | 1.8% of 190,000 active;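 active = inhibition above a set limit, 3 SD over mean compound inhibition, cut at about 8.4% in these data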;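 also: 0% = DMSO-only wells with no growth and 100% = 10 µM 1-NA-PP1 full growth; inhibition rescues growth on 5-FOA so higher OD means more RAM inhibition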
Diaphorase inh: diaphorase inhibition or chemical oxidation counter-screen; diaphorase resazurin-to-resorufin fluorescence, NADH, 16 min; bacterial (C. kluyveri) enzyme, not human; inhibition, % at 20 µM; 0.69% of 190,000 active; AID 1217;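 active = primary screen inhibition at 20 µM above a set limit, cut at about 50% in these data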;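 also: plate controls were DMSO with full reaction for no effect and wells lacking NADH for full effect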
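Test system: Clostridium kluyveri diaphorase enzyme / Quantity: diaphorase at 0.14 U/mL in enzyme working solution / Incubation: 16-min room-temperature incubation before reading / Benchmarks: NADH-free wells as positive control, DMSO-only neutral wells / Signal: resorufin fluorescence 544/590 nm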
PMI act satM6P: activators of human phosphomannose isomerase at near-saturating mannose 6-phosphate; P34949; coupled PMI enzyme assay, resazurin fluorescence, 20 min; stronger effect = higher value; 1 = untreated enzyme, 0 = substrate-free blank; activation factor at 20 µM; 0.34% of 190,000 active; AID 1216;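 active = activation factor of 2 or more at 20 µM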
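Test system: human phosphomannose isomerase with PGI, G6PDH, diaphorase coupling enzymes; Amount: PMI at 15 ng/mL final; Reagent: Mannose-6-phosphate 1.0 mM (near-saturating) plus 0.22 mM NADP+; Timing: 20 min, room temperature; Technique: resorufin fluorescence at Ex 544/Em 590 nm; Dosing: 20 µM single dose.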
G6PDH counter: counter-screen for G6PDH assay hits: L. mesenteroides G6PDH inhibition; Purified L. mesenteroides G6PDH, diaphorase/resazurin coupled fluorescence, 45 min; 0.12% of 200,000 active; inhibition, % at 5 µM
Starred values were filed as active, the others as inactive. Rule as the data show it, unless noted: active = inhibition above about 50%; inactive = the rest. Hits appear at their usual frequency, and some 12% of all compounds hit somewhere here.

How did Cc1cccc(NC(=O)C2CCCN(S(=O)(=O)c3cccc4nsnc34)C2)c1 (stereo unspecified) do in these assays?
TLR4-MyD88 BLA: -3.3; Diaph act CS: 1.1; Lmaj promast: 1.1; PMI activator: 1.1; Hsp70 activator: -0.2; Redox H2O2 prof: 0.1; RAM network inh: 2.7; Diaphorase inh: -6.2; PMI act satM6P: 1.1; G6PDH counter: 6.5

What do the screens show for `Cn1c(=O)[nH]c(=O)c2c1nc(NCc1ccco1)n2CCCc1ccccc1`?
TLR4-MyD88 BLA: -2.9; Diaph act CS: 0.9; Lmaj promast: -1.8; S1P3 antagonist: -11.7; PMI activator: 1; Hsp70 activator: 0.1; Redox H2O2 prof: -13.0; RAM network inh: 6.2; Diaphorase inh: 12.5; PMI act satM6P: 1; G6PDH counter: 8.1

What do the screens show for `Cc1cc(Cl)ccc1NC(=O)C1CCN(S(C)(=O)=O)CC1`?
TLR4-MyD88 BLA: 2.6; Diaph act CS: 1; Lmaj promast: -7.7; S1P3 antagonist: -18.6; PMI activator: 0.9; Hsp70 activator: -0.3; Redox H2O2 prof: -0.3; RAM network inh: 1.3; Diaphorase inh: 4.1; PMI act satM6P: 0.9; G6PDH counter: 24.0

What do the screens show for `Cc1cc(NC(=O)CSc2nnc(C3CC3)n2-c2ccccc2)no1`?
TLR4-MyD88 BLA: -5.2; Diaph act CS: 1.2; Lmaj promast: -3.3; S1P3 antagonist: -1.0; PMI activator: 1; Hsp70 activator: -0.2; Redox H2O2 prof: -0.3; RAM network inh: 1.1; Diaphorase inh: -18.4; PMI act satM6P: 1.1; G6PDH counter: -1.1

Results for CN(C)S(=O)(=O)c1cccc(NC(=O)COC(=O)CCC(=O)c2ccc(F)cc2)c1 ?
TLR4-MyD88 BLA: 1.9; Diaph act CS: 0.9; Lmaj promast: 31.0; S1P3 antagonist: -9.5; PMI activator: 0.9; Hsp70 activator: 0.1; Redox H2O2 prof: -0.2; RAM network inh: 0.8; Diaphorase inh: 10.7; PMI act satM6P: 1; G6PDH counter: -9.7

Results for Fc1ccc(NCc2ccccc2F)cc1Cl ?
TLR4-MyD88 BLA: 4.5; Diaph act CS: 0.8; Lmaj promast: 7.0; PMI activator: 1; Hsp70 activator: -0.1; Redox H2O2 prof: -3.5; RAM network inh: -0.1; Diaphorase inh: 19.9; PMI act satM6P: 0.9; G6PDH counter: -5.4

What do the screens show for `COc1cc(CNc2ccc(N3CCCC3)cc2)ccc1OCc1ccccc1`?
TLR4-MyD88 BLA: -0.7; Diaph act CS: 0.5; Lmaj promast: -0.6; S1P3 antagonist: -8.5; PMI activator: 0.1; Hsp70 activator: -0.3; Redox H2O2 prof: 2.7; RAM network inh: 5.5; Diaphorase inh: 47.1; PMI act satM6P: 0.3; G6PDH counter: -20.3

How did Cc1nn(C)cc1CN(C)Cc1c(C(=O)N(C)Cc2ccccc2)nc2ccccn12 do in these assays?
TLR4-MyD88 BLA: 9.6; Diaph act CS: 1; Lmaj promast: 2.8; S1P3 antagonist: -1.7; PMI activator: 1; Hsp70 activator: 0.2; Redox H2O2 prof: -0.4; RAM network inh: 1.4; Diaphorase inh: 4.6; PMI act satM6P: 1.1; G6PDH counter: 5.3

How did O=C(Nc1ccc2oc(=O)ccc2c1)c1cc2ccccc2o1 do in these assays?
TLR4-MyD88 BLA: 7.2; Diaph act CS: 0.9; Lmaj promast: -2.4; PMI activator: 0.9; Hsp70 activator: -0.1; Redox H2O2 prof: 6.4; RAM network inh: -0.5; Diaphorase inh: 7.5; PMI act satM6P: 0.9; G6PDH counter: 6.0

How did CCC(Sc1nccn1C)C(=O)Nc1nnc(C)s1 (stereo unspecified) do in these assays?
TLR4-MyD88 BLA: -0.9; Diaph act CS: 0.9; Lmaj promast: -7.5; S1P3 antagonist: -22.4; PMI activator: 1; Hsp70 activator: -0.3; Redox H2O2 prof: -2.7; RAM network inh: -1.5; Diaphorase inh: 12.3; PMI act satM6P: 1; G6PDH counter: -4.1

What do the screens show for `Cc1ccc(C)c(/C(O)=C2\C(=O)C(=O)N(CCCN3CCOCC3)C2c2cccnc2)c1` (stereo unspecified)?
TLR4-MyD88 BLA: -7.1; Diaph act CS: 1; Lmaj promast: -3.5; S1P3 antagonist: 2.2; PMI activator: 1.2; Hsp70 activator: 0.2; Redox H2O2 prof: 0.8; RAM network inh: 0.4; Diaphorase inh: 3.9; PMI act satM6P: 1.3; G6PDH counter: -4.8

Results for COc1ccc(Oc2nccc(-c3ccc(F)cc3)c2C#N)cc1 ?
TLR4-MyD88 BLA: -4.8; Diaph act CS: 0.9; Lmaj promast: -2.7; PMI activator: 1; Hsp70 activator: -0.2; Redox H2O2 prof: 12.7; RAM network inh: 3.0; Diaphorase inh: 7.0; PMI act satM6P: 1.1; G6PDH counter: -1.6

What do the screens show for `CN(Cc1ccccc1)C(=O)c1ccccc1C(=O)O`?
TLR4-MyD88 BLA: 1.3; Diaph act CS: 1; Lmaj promast: -10.4; S1P3 antagonist: -23.7; PMI activator: 1; Hsp70 activator: 0.0; Redox H2O2 prof: -1.1; RAM network inh: 0.2; Diaphorase inh: 1.0; PMI act satM6P: 0.9; G6PDH counter: 3.2

What do the screens show for `C#CC(C)(CC)NC(=O)c1cc2cccc(CC=C)c2oc1=O` (stereo unspecified)?
TLR4-MyD88 BLA: 7.6; Diaph act CS: 1; Lmaj promast: -3.1; S1P3 antagonist: -16.7; PMI activator: 1.1; Hsp70 activator: -0.3; Redox H2O2 prof: -0.5; RAM network inh: 1.5; Diaphorase inh: 3.0; PMI act satM6P: 1; G6PDH counter: 9.5

What do the screens show for `CCc1ccccc1NC(=O)N[C@@H](C)C(=O)O`?
TLR4-MyD88 BLA: 18.5; Diaph act CS: 0.9; Lmaj promast: -11.2; S1P3 antagonist: -22.1; PMI activator: 1.1; Hsp70 activator: 0.3; Redox H2O2 prof: -0.3; RAM network inh: 0.7; Diaphorase inh: 5.9; PMI act satM6P: 1.1; G6PDH counter: -2.2

Results for CCCCOc1ccc2c(C)cc(=O)oc2c1OCCCC ?
TLR4-MyD88 BLA: -1.1; Diaph act CS: 0.8; Lmaj promast: 40.8; PMI activator: 0.9; Hsp70 activator: -0.3; Redox H2O2 prof: 0.5; RAM network inh: 8.8*; Diaphorase inh: 15.2; PMI act satM6P: 0.9; G6PDH counter: 6.2

How did CC(=O)Nc1ccc(OCC(=O)N2CCC(Cc3ccccc3)CC2)cc1 do in these assays?
TLR4-MyD88 BLA: 6.1; Diaph act CS: 0.9; Lmaj promast: 3.8; S1P3 antagonist: 4.5; PMI activator: 1; Hsp70 activator: -0.5; Redox H2O2 prof: -0.8; RAM network inh: 4.2; Diaphorase inh: 12.3; PMI act satM6P: 1; G6PDH counter: 11.0

Results for CCN(CC)C(=O)CSc1nnc(-c2ccc(F)cc2)n1N ?
TLR4-MyD88 BLA: 0.0; Diaph act CS: 1; Lmaj promast: -0.6; S1P3 antagonist: -11.8; PMI activator: 0.9; Hsp70 activator: -0.2; Redox H2O2 prof: 0.0; RAM network inh: 0.3; Diaphorase inh: 0.2; PMI act satM6P: 1; G6PDH counter: 3.5

Results for CC(=O)Nc1ccc(NC(=O)CN(C)S(=O)(=O)c2ccc3nc(C)sc3c2)cc1 ?
TLR4-MyD88 BLA: 1.5; Diaph act CS: 0.9; Lmaj promast: -5.4; S1P3 antagonist: 2.8; PMI activator: 1.1; Hsp70 activator: -0.2; Redox H2O2 prof: -0.4; RAM network inh: 4.9; Diaphorase inh: 14.0; PMI act satM6P: 1; G6PDH counter: -9.1

How did CCOC(=O)C1CCN(Cc2ccc(F)cc2F)CC1 do in these assays?
TLR4-MyD88 BLA: -15.0; Diaph act CS: 0.9; Lmaj promast: 89.4*; PMI activator: 0.9; Hsp70 activator: 0.0; Redox H2O2 prof: -1.3; RAM network inh: 1.6; Diaphorase inh: 14.9; PMI act satM6P: 0.9; G6PDH counter: -6.0

How did COc1ccc(-c2noc(CSc3nc(-c4ccccc4)cc(=O)[nH]3)n2)cc1 do in these assays?
TLR4-MyD88 BLA: 11.5; Diaph act CS: 0.9; Lmaj promast: -5.8; PMI activator: 1; Hsp70 activator: -0.3; Redox H2O2 prof: -0.1; RAM network inh: -0.7; Diaphorase inh: 6.1; PMI act satM6P: 1.1; G6PDH counter: -0.7

Results for Cc1nc2ccccc2n1/N=C/c1cccnc1 ?
TLR4-MyD88 BLA: -7.1; Diaph act CS: 0.9; Lmaj promast: 13.9; PMI activator: 1; Hsp70 activator: -0.4; Redox H2O2 prof: -0.1; RAM network inh: 1.3; Diaphorase inh: 11.8; PMI act satM6P: 1; G6PDH counter: 4.8

Results for CC1(c2ccco2)NC(=O)NC1=O (stereo unspecified) ?
TLR4-MyD88 BLA: -13.5; Diaph act CS: 0.9; Lmaj promast: -5.8; PMI activator: 0.9; Hsp70 activator: 0.3; Redox H2O2 prof: 1.1; RAM network inh: 0.7; Diaphorase inh: 8.3; PMI act satM6P: 0.9; G6PDH counter: 4.2

What do the screens show for `Cc1c(Cl)cn2c(=O)cc(CN(C)Cc3nc4ccccc4c(=O)[nH]3)nc2c1Cl`?
TLR4-MyD88 BLA: 11.3; Diaph act CS: 0.8; Lmaj promast: 6.0; S1P3 antagonist: 34.3*; PMI activator: 1; Hsp70 activator: -0.2; Redox H2O2 prof: -2.6; RAM network inh: 0.2; Diaphorase inh: 21.8; PMI act satM6P: 0.8; G6PDH counter: -2.3

What do the screens show for `O=C(c1ccccc1)N1CCN(C(=O)c2ccccc2)C1c1ccccc1`?
TLR4-MyD88 BLA: -1.5; Diaph act CS: 1; Lmaj promast: 3.6; PMI activator: 1; Hsp70 activator: 0.1; Redox H2O2 prof: 0.1; RAM network inh: 1.0; Diaphorase inh: 2.1; PMI act satM6P: 1; G6PDH counter: -1.5

Results for CCOC(=O)c1cnc2c(C(=O)OC)cccc2c1NCc1cccnc1 ?
TLR4-MyD88 BLA: 5.1; Diaph act CS: 1.1; Lmaj promast: 24.4; S1P3 antagonist: -24.1; PMI activator: 1; Hsp70 activator: 0.4; Redox H2O2 prof: 0.0; RAM network inh: 0.1; Diaphorase inh: -14.8; PMI act satM6P: 0.9; G6PDH counter: 7.3
